Lamin A splicing – LMNA splicing modulation. HeLa LMNA splicing GFP/RFP minigene ratio, 48 h. Potency, µM (top dose mostly 46.1 µM), for the others: at the top dose ratio change, negative = inhibition, hits mostly inhibitors. 200,000 tested, 0.01% active. AID 1487; active = well fitted inhibition curve with a large enough effect in the signal ratio, with a control signal flat, not every such curve was filed as active; inconclusive = small, poorly fitted or top-dose-only effect, or effect the other way, or a change in a side signal; the % refers to the signal ratio
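Read-out is the ratio of GFP to DsRed2 object intensity, acquired by 488 nm laser-scanning cytometry on HeLa lamin A-EGFP minigene reporter cells. Compound incubation 48 hrs at 37 °C in Opti-MEM with 2% FBS; DMSO 0.5% final.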
An asterisk follows results filed as active; [ ] = dose if it differs, or a comment. % is set by controls: 0 for no effect and ±100 for the full control effect; potency is the fitted concentration of half-maximal effect.

For Cc1cc2c(cc1S(=O)(=O)Nc1ccc(OC(F)(F)F)cc1)OCC(=O)N2 the results were Lamin A splicing 16.0%[46 µM].
Screening CCOc1ccc(NC(=O)c2cc(S(=O)(=O)N3CCN(c4ccccc4F)CC3)ccc2F)cc1 returned Lamin A splicing 5.5%[46 µM].
Cc1nc2ccn(Cc3cccs3)c(=O)c2cc1C(=O)Nc1ccccc1 was read as Lamin A splicing inconclusive.
CCCCn1c(SCC(=O)Nc2cccc(OC)c2)nc2ccsc2c1=O was read as Lamin A splicing 11.4%[46 µM].
For Cc1c(Cl)ccc2sc(N3CCN(C(=O)CS(=O)(=O)c4ccccc4)CC3)nc12 the results were Lamin A splicing -10.4%[46 µM].
`COc1ccc(C2C(=O)N(C3CCCCCC3)CC(=O)N2CCc2ccc(OC)c(OC)c2)cc1` (stereo unspecified) gave Lamin A splicing 8.1%[46 µM].
`O=c1c(S(=O)(=O)c2ccccc2)cn(Cc2ccc(F)cc2)c2cc(N3CCCCC3)c(F)cc12` gave Lamin A splicing 20.4%[46 µM].
For Cc1cc(Nc2cccc(Cl)c2)nc2ccc(NC(=O)c3cccnc3)cc12 the results were Lamin A splicing inconclusive.
`Cc1cc(C)c(NC(=O)c2cc(S(=O)(=O)NCCC3=CCCCC3)ccc2F)c(C)c1` gave Lamin A splicing 24.8%[46 µM].
CCN(CC)c1nn2c(=O)c(C(=O)NCCc3ccccc3C)cnc2s1 was read as Lamin A splicing -5.7%[46 µM].
Screening Cc1ccc(CNC(=O)CCCn2nc(C)c3c(C)n(-c4ccccc4)nc3c2=O)cc1 returned Lamin A splicing 4.7%[46 µM].
`CCCCN(CCCC)S(=O)(=O)c1ccc(C(=O)Nc2sc3c(c2C(N)=O)CCN(CC)C3)cc1` gave Lamin A splicing inconclusive.
`COc1ccccc1C(=O)Nc1c(C(=O)N(CCN(C)C)Cc2ccco2)oc2ccccc12` gave Lamin A splicing inconclusive.
Screening CCCSCCCNC(=O)Cn1c(-c2cccs2)cc2ccccc21 returned Lamin A splicing 4.6%[46 µM].
CC1=C(C(=O)NCc2cccc(F)c2)C2(CCCCC2)OC1=O was read as Lamin A splicing inconclusive.
For CCOc1ccc(-n2cc(-c3ccccc3)c3c(NCCc4ccccc4)ncnc32)cc1 the results were Lamin A splicing -8.7%[46 µM].
For CCOC(=O)N1CCc2c(sc(NCc3cccc(F)c3)c2C(=O)Nc2ccc(OC)cc2)C1 the results were Lamin A splicing 14.2%[46 µM].
For COc1ccc(Cl)cc1NC(=O)c1cc(C)nc2c1c(C)nn2-c1ccccc1 the results were Lamin A splicing -3.1%[46 µM].
For CCCc1nc(SC)ncc1C(=O)N1CCN(c2ccc(Cl)cc2)CC1 the results were Lamin A splicing -13.1%[46 µM].
For COc1ccc(OCC(=O)OCc2cc(=O)n3nc(-c4cccs4)sc3n2)cc1 the results were Lamin A splicing 6.3%[46 µM].
For COc1ccc(CNc2oc(-c3ccc(COc4ccc(Cl)cc4)o3)nc2C#N)cc1 the results were Lamin A splicing 4.2%[46 µM].
CC(C)CCNC(=O)Nc1cc(C(=O)NCc2cccc(F)c2)ccc1N1CCCC1 was read as Lamin A splicing inconclusive.
For CCc1ccc(CNC(=O)C2CCCN(S(=O)(=O)c3ccc4c(ccn4C)c3)C2)cc1 (stereo unspecified) the results were Lamin A splicing inconclusive.
For CCSC1=NC2(CCN(C(=O)NC3CCCCC3)CC2)N=C1c1ccc(C)cc1 the results were Lamin A splicing inconclusive.
For COc1ccccc1CNC(=O)c1ccc2[nH]c(C)c(C)c2c1 the results were Lamin A splicing -9.1%[46 µM].
Cn1cc(-c2cc3n(n2)CCC(=O)N3CCCC(=O)Nc2ccc(F)cc2F)c2ccccc21 was read as Lamin A splicing 22.2%[46 µM].
For CCCC(=O)C1=C(c2cccc(OC)c2)N(C(=O)CCC)n2c(C)nnc2S1 the results were Lamin A splicing -25.4%[46 µM].
`O=C(COCc1cc(-c2ccc(F)cc2)on1)Nc1cccc(Cl)c1Cl` gave Lamin A splicing 1.1%[46 µM].
Screening COc1ccc(-c2cc3ccc(O)c(CN4CCC(C)CC4)c3oc2=O)cc1OC returned Lamin A splicing 11.7%[46 µM].
For Cc1ccc(NC(=O)CCNS(=O)(=O)c2ccc3c(c2)CCCC(=O)N3)cc1 the results were Lamin A splicing 6.9%[46 µM].
CCc1nnc2c3ccccc3nc(N3CCN(c4cc(C)ccc4C)CC3)n12 was read as Lamin A splicing inconclusive.
COc1ccccc1CNC(=O)c1ccc2nc(-c3ccccc3)c(-c3ccccc3)nc2c1 was read as Lamin A splicing inconclusive.
Screening CCOCCc1nn2c(=O)cc(COC(=O)CNC(=O)c3ccc(F)cc3)nc2s1 returned Lamin A splicing 6.8%[46 µM].
`CC(C)(CC(=O)NCc1ccc(Cl)cc1Cl)CC1=NS(=O)(=O)c2ccccc2N1` gave Lamin A splicing -7.8%[46 µM].
CCOc1ccc(CNC(=O)c2ccc(NC(=O)c3nsc4ccccc34)cc2)cc1 was read as Lamin A splicing 13.9%[46 µM].
Cc1cccc(CNS(=O)(=O)c2ccc3[nH]c(=O)ccc3c2)c1 was read as Lamin A splicing 17.7%[46 µM].
Oc1c(C(c2ccccc2F)N2CCN(c3ccccc3F)CC2)sc2nc(-c3ccco3)nn12 (stereo unspecified) was read as Lamin A splicing 12.1%[46 µM].
`COc1cccc(Cn2c(CNC(=O)Cc3cccc(C)c3)nc3cccnc32)c1` gave Lamin A splicing inconclusive.
`CC(C)c1ccc(NC(=O)CSc2nc(=O)n(Cc3ccccn3)c3c2CCC3)cc1` gave Lamin A splicing -1.5%[46 µM].
Cc1ccc(-n2ncc3c(N4CCN(Cc5ccccc5)CC4)ncnc32)cc1C was read as Lamin A splicing inconclusive.
COc1ccc(Cl)cc1S(=O)(=O)Nc1cccc(-c2ccc(N3CCCC3)nn2)c1 was read as Lamin A splicing 1.5%[46 µM].
`Cc1ccc(NC(=O)c2cc(S(=O)(=O)N(C)C3CCCCC3)ccc2F)cc1C` gave Lamin A splicing 0.1%[46 µM].
Screening CN1CCc2c(sc(NC(=O)CSc3ccc(F)cc3)c2-c2nc3ccccc3s2)C1 returned Lamin A splicing inconclusive.
`CC(C)C(=O)Nc1ccc2nc(SCC(=O)N3CCc4ccccc43)sc2c1` gave Lamin A splicing -0.6%[46 µM].
CNC(=O)c1cc2n(n1)CCCN(Cc1ccc(F)cc1)C2=O was read as Lamin A splicing inconclusive.

Filtered by structure, the compounds so far containing a furan ring, fused or not
`COc1ccccc1C(=O)Nc1c(C(=O)N(CCN(C)C)Cc2ccco2)oc2ccccc12` gave Lamin A splicing inconclusive.
For COc1ccc(CNc2oc(-c3ccc(COc4ccc(Cl)cc4)o3)nc2C#N)cc1 the results were Lamin A splicing 4.2%[46 µM].
Oc1c(C(c2ccccc2F)N2CCN(c3ccccc3F)CC2)sc2nc(-c3ccco3)nn12 (stereo unspecified) was read as Lamin A splicing 12.1%[46 µM].

Next section:
`COc1cccc2sc(N(Cc3cccnc3)C(=O)c3ccc4c(c3)OCCO4)nc12` gave Lamin A splicing inconclusive.
Screening COc1ccc(NC(=O)C2=C(C)Nc3ncnn3C2c2sccc2C)cc1 (stereo unspecified) returned Lamin A splicing 22.7%[46 µM].
`CC(C)NC(=O)N1CCN(S(=O)(=O)c2ccc3c(ccn3C)c2)CC1` gave Lamin A splicing inconclusive.
Clc1ccc(-c2noc3ncnc(NCCCN4CCN(c5ccccc5)CC4)c23)cc1 was read as Lamin A splicing 3.6%[46 µM].
For COc1ccc(CNS(=O)(=O)c2ccc(N3CCCCS3(=O)=O)cc2)cc1 the results were Lamin A splicing inconclusive.
Screening CCN(CC)C(=O)c1sc2c(c1C)c(=O)n(CCc1ccccc1)c(=O)n2Cc1ccc(C)cc1 returned Lamin A splicing inconclusive.
For CCn1nc(C)c2c(-c3ccccc3)cc(=O)n(C(C)C(=O)Nc3ccc(OC)c(OC)c3)c21 (stereo unspecified) the results were Lamin A splicing inconclusive.
CCOc1ccc(CCNC(=O)C2CC(=O)N(CCc3ccc(OC)c(OC)c3)C2)cc1OCC (stereo unspecified) was read as Lamin A splicing 7.7%[46 µM].
For CCN1CCN(CCCNC(=O)Cn2c(-c3cccs3)cc3cc(F)ccc32)CC1 the results were Lamin A splicing -12.3%[46 µM].
For COc1ccc(-c2cn3c(C)c(C(=O)Nc4cc(C)cc(C)c4)sc3n2)cc1 the results were Lamin A splicing -15.2%[46 µM].
Cn1c(C(=O)Nc2ccc(OC(F)(F)F)cc2)cc2c(=O)n3ccccc3nc21 was read as Lamin A splicing 5.5%[46 µM].
Screening CCN1CCN(c2cc3c(cc2F)c(=O)c(S(=O)(=O)c2ccc(OC)cc2)cn3CC)CC1 returned Lamin A splicing inconclusive.
Screening O=C(Nc1ccc2nc(SCC(=O)N3CCOCC3)sc2c1)c1cccc(Br)c1 returned Lamin A splicing inconclusive.
Screening CCN1CCN(c2ncnc3c2cnn3-c2cccc(C)c2)CC1 returned Lamin A splicing -11.6%[46 µM].
`CCC(=O)N1CCc2cc(CNS(=O)(=O)c3c(C)cc(C)cc3C)ccc21` gave Lamin A splicing 8.4%[46 µM].

Retrieved by compound from above, 2 records:
Cn1c(C(=O)Nc2ccc(OC(F)(F)F)cc2)cc2c(=O)n3ccccc3nc21 was read as Lamin A splicing 5.5%[46 µM].
For COc1ccc(-c2cn3c(C)c(C(=O)Nc4cc(C)cc(C)c4)sc3n2)cc1 the results were Lamin A splicing -15.2%[46 µM].

Other compounds
O=C(CN1C(=O)COc2ccc(S(=O)(=O)NC3CCCC3)cc21)NCc1ccccc1Cl was read as Lamin A splicing -1.0%[46 µM].
`Cc1ccc(CN(C(=O)c2ccccc2[N+](=O)[O-])c2ccccn2)cc1` gave Lamin A splicing 14.2%[46 µM].
For CCCCN1C(=O)CN(C2CCCCCC2)C(=O)C1c1ccc(OCC)c(OC)c1 (stereo unspecified) the results were Lamin A splicing -0.9%[46 µM].
Cc1ccc2[nH]c3c(=O)n(CC(=O)NCCc4ccc(Cl)cc4)ncc3c2c1 was read as Lamin A splicing 0.0%[46 µM].
Screening CCN(Cc1ccccc1)S(=O)(=O)c1ccc(F)c(C(=O)Nc2ccc(C(C)C)cc2)c1 returned Lamin A splicing 1.1%[46 µM].
Screening Cc1cccc(-c2nc3scc(CCNC(=O)c4ccc(Br)o4)n3n2)c1 returned Lamin A splicing -3.6%[46 µM].
`CC(C)(C)OC(=O)N1CCC(c2c(C(=O)N3CCCCC3)cnn2-c2ccc(F)cc2F)CC1` gave Lamin A splicing -9.6%[46 µM].
`O=C(CCc1nc(-c2cccs2)no1)Nc1ccccc1[N+](=O)[O-]` gave Lamin A splicing inconclusive.
`O=C(NC1CC(=O)N(c2ccc3c(c2)OCCO3)C1)c1c(F)cccc1Cl` (stereo unspecified) gave Lamin A splicing 21.8%[46 µM].
`CN(C)CCNC(=O)CCCn1c(=O)c2cccn2c2ccccc21` gave Lamin A splicing 7.2%[46 µM].
For O=C(CCSCc1ccc(Cl)cc1)NCc1ccc(F)cc1Cl the results were Lamin A splicing inconclusive.
Screening Cc1ccc(NC(=O)Cn2cnc3c(oc4ccccc43)c2=O)cc1Cl returned Lamin A splicing 2.2%[46 µM].
For CCNC(=O)c1c(C)oc2ncn(C)c(=O)c12 the results were Lamin A splicing -8.5%[46 µM].
For Cc1c(Cl)cccc1Nc1nn2c(=O)c3ccccc3nc2s1 the results were Lamin A splicing -7.6%[46 µM].
Cc1c(Cl)cccc1NC(=O)N1CCC(CN2CCOCC2)CC1 was read as Lamin A splicing -15.6%[46 µM].

Overlap with the part before: 3 compounds, then new ones.
For CCNC(=O)c1c(C)oc2ncn(C)c(=O)c12 the results were Lamin A splicing -8.5%[46 µM].
For Cc1c(Cl)cccc1Nc1nn2c(=O)c3ccccc3nc2s1 the results were Lamin A splicing -7.6%[46 µM].
Cc1c(Cl)cccc1NC(=O)N1CCC(CN2CCOCC2)CC1 was read as Lamin A splicing -15.6%[46 µM].
Cc1cccc(NC(=O)c2cc3c(=O)n(Cc4cccnc4)ccc3nc2C)c1 was read as Lamin A splicing -1.1%[46 µM].
For CCCNC(=O)C(=O)NCC(c1ccc2c(c1)OCO2)N1CCOCC1 (stereo unspecified) the results were Lamin A splicing inconclusive.
Screening COc1ccc(-c2nc3cc(NC(=O)COc4ccc(F)cc4)ccc3o2)cc1 returned Lamin A splicing inconclusive.
`CCN1CCC(N(Cc2ccc3c(c2)OCO3)C(=O)Nc2cc(F)ccc2F)CC1` gave Lamin A splicing -8.5%[46 µM].
Screening Cc1ccc(-n2nc(C)c3c(C(=O)NCc4ccc(F)cc4)cc(C)nc32)cc1 returned Lamin A splicing 9.2%[46 µM].
CCOc1ccc(CC(=O)NC2CC(=O)N(c3cccc(F)c3)C2)cc1 (stereo unspecified) was read as Lamin A splicing 15.8%[46 µM].
Screening COC(=O)Cn1c(=O)c2c(nc3n2CCN3c2cccc(C)c2)n(C)c1=O returned Lamin A splicing -7.0%[46 µM].
Screening CCCNC(=O)C1Cc2cc(S(=O)(=O)N3CCCCCC3)ccc2N1C(C)=O (stereo unspecified) returned Lamin A splicing -6.8%[46 µM].
CCOc1ccc(-n2c(SC(C)C(=O)OC)nc3c([nH]c4ccccc43)c2=O)cc1 (stereo unspecified) was read as Lamin A splicing 10.1%[46 µM].
`CC(=O)c1ccc(NC(=O)CSc2nnc3ccc(-c4ccc(Cl)cc4)nn23)cc1` gave Lamin A splicing -13.0%[46 µM].
For CCCCOc1ccc(C(=O)N2CCC(c3nc4ccccc4o3)CC2)cc1 the results were Lamin A splicing -1.5%[46 µM].
Screening COc1ccc(CNC(=O)C(=O)NCC(c2cccs2)S(=O)(=O)c2ccc(C)cc2)cc1 (stereo unspecified) returned Lamin A splicing 9.3%[46 µM].
For CCOC(=O)c1ccc(NC(=O)c2c(NCc3sccc3C)sc3c2CCCCC3)cc1 the results were Lamin A splicing inconclusive.
Cc1cccc(-n2ncc3c(Nc4ccc(C)c(Cl)c4)ncnc32)c1 was read as Lamin A splicing -10.5%[46 µM].

This is a subset; rates above refer to the full screens.
